# Screens as filed in PubChem BioAssay.
# Lipid storage S3: qHTS Assay for Lipid Storage Modulators in Drosophila S3 Cells | Drosophila S3 cells, BODIPY lipid droplet fluorescence, 18-24 h; cells fed with added oleic acid | lipid storage change, negative = inhibition, % at the top dose, mostly 46.1 µM; hits show Potency in µM | actives 0.64% (n = 320,000) | AID 2685; active = well fitted inhibition curve with a large enough effect in the signal ratio, with a control signal flat, not every such curve was filed as active; inconclusive = small, poorly fitted or top-dose-only effect, or effect the other way, or a change in a side signal; the % refers to the signal ratio
#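 Laser-scanning cytometry quantifies lipid droplet accumulation (500–530 nm total intensity; droplet/cell object ratio) in oleic acid-fed (400 uM added) Drosophila S3 cells treated with a concentration series. 20 uM Triacsin C defined 100% inhibition.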
# Lipid storage S3 cell count max: recorded beside Lipid storage S3, whose call it bears; cell number change, %; measured here: cell count max response;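 cells counted by Cell Tracker Red CMTPX staining in the red channel; peak over a dose series mostly up to 46.1 µM; percent activity relative to internal control wells on each plate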
# An asterisk follows results filed as active; i = inactive; ? = inconclusive; . = no result given. % is scaled to controls: 0 for no effect and ±100 for the full control effect; potency is read from the fitted curve at half-maximal effect. Some of the compounds tested. The share of hits here may be higher or lower than overall.
SMILES,Lipid storage S3,Lipid storage S3 cell count max
CN1CCN(S(=O)(=O)c2ccc(NC(=S)NC(=O)C3CC3)cc2)CC1,-5%,-2
COC(=O)c1cc(CSc2nc3ccccc3c(=O)n2C)oc1C,?,.
COc1cccc(C(=O)NCCSc2ccc(F)cc2)c1,?,.
CCCn1c(SCC(=O)c2cc(OC)ccc2OC)nnc1-c1ccco1,9%,-12
CN(CC(=O)NCC1CCCCC1)CC(=O)Nc1ccc(F)cc1,i,19
Oc1[nH]c2ccccc2c1N=Nc1cccc(Cl)c1,?,.
O=S(=O)(NC(=NCc1ccccc1)c1ccc(F)cc1)c1ccc(Cl)cc1,?,.
O=C(Nc1cccc2c1CCCC2)c1ccc(Cl)c([N+](=O)[O-])c1,-3%,1
CC(C)CN(C(=O)COC(=O)c1ccc2c(c1)OCO2)c1c(N)n(Cc2ccccc2)c(=O)[nH]c1=O,?,.
CCc1nnc(NC(=O)CSc2nc(-c3ccccc3)c(-c3ccccc3)o2)s1,14%,14
Cc1ccc2c(CN3CCN(Cc4ccc5c(c4)OCO5)CC3)cc(=O)oc2c1C,-8%,7
O=C(CN1CCOCC1)Nc1cc([N+](=O)[O-])ccc1Cl,?,.
O=c1[nH]c2cc(S(=O)(=O)CCO)ccc2o1,?,.
Cc1cccc(NC(=S)N=Nc2c(O)[nH]c3ccccc23)c1,?,.
CC(C)(C)OC(=O)NNC(=O)NC12CC3CC(CC(C3)C1)C2,?,.
CCOc1ccc2ncc(C(=O)c3ccc(OC)cc3)c(N3CCN(CC)CC3)c2c1,?,.
COCCC(=O)N1CCc2ccc(NC(=O)c3ccc(C(F)(F)F)cc3)cc2C1,16%,5
Cc1ccc(-c2nnn(CC(=O)N(CC(=O)NC3CCCCC3)c3ccccc3F)n2)o1,?,.
Cn1c(=O)[nH]c(=O)c2c1nc(Sc1nc3ccccc3s1)n2Cc1ccccc1,?,.
CCCCOc1ccc(C2CC(=O)N(C)C2=O)cc1 (stereo unspecified),-10%,-8

# Gathered by group, those above with an aryl methoxy group (3)
SMILES,Lipid storage S3,Lipid storage S3 cell count max
COc1cccc(C(=O)NCCSc2ccc(F)cc2)c1,?,.
CCCn1c(SCC(=O)c2cc(OC)ccc2OC)nnc1-c1ccco1,9%,-12
CCOc1ccc2ncc(C(=O)c3ccc(OC)cc3)c(N3CCN(CC)CC3)c2c1,?,.

# Remaining list, next part.
SMILES,Lipid storage S3,Lipid storage S3 cell count max
O=C(Nc1c(C(=O)C2CC2)oc2ccccc12)c1ccc(Cl)cc1,11%,1
Cc1cc(C)c(S(=O)(=O)N2CCCC2=O)cc1N(C)S(C)(=O)=O,1%,-1
Cc1ccc(S(=O)(=O)N2CC(O)C[C@H]2C(=O)OCC(=O)Nc2ccc(N3CCOCC3)cc2)cc1C (stereo partly specified),?,.
O=c1cc(COc2ncnc3ccccc23)nc2sccn12,9%,9
COc1ccc(CNS(=O)(=O)c2cccc(S(=O)(=O)N3CCOCC3)c2)cc1,?,.
COCCn1c(SCc2ccccc2Cl)nc2c1c(=O)[nH]c(=O)n2C,?,.
O=C(O)CCCNC(=O)/C=C/c1ccco1,2%,-10
Nc1n[nH]c(-c2ccccc2)n1,0%,-9
O=C(CCC1CCCC1)Nc1ccc([N+](=O)[O-])cn1,?,.
Cc1ccc(S(=O)(=O)c2ccc(Cl)cc2)cc1S(=O)(=O)NC(C)C(=O)O (stereo unspecified),?,.
CCc1nnc(NC(=O)c2ccc(S(=O)(=O)N3CCCC(C)C3)cc2)s1 (stereo unspecified),-44%,16
Nc1ccccc1C(=O)NNC1=C(C(=O)C(F)(F)F)CCC1,-1%,8
Cc1ccc(C)c(N2CCN(S(=O)(=O)c3ccc(-c4cc(C)no4)s3)CC2)c1,?,.
CCc1ccc(CN(C)Cc2nc(COc3ccccc3)no2)nc1,?,.
Cc1ccc(S(=O)(=O)Cc2ccc(C(=O)NCc3cccs3)o2)cc1,?,.
S=C(NCCc1ccccc1)N/N=C/c1ccccc1Cl,13%,1
CC(C)(C)S(=O)(=O)c1cnc2c(-c3ccsc3)cnn2c1N,?,.
Cc1nc2ccc(NC(=O)CCS(=O)(=O)c3ccc(Cl)cc3)cc2s1,?,.
CCc1ccc(-c2nc(SCC(=O)NC3CC3)n[nH]2)cc1,?,.
O=C(CSc1nnnn1-c1ccccc1)Nc1ncc(Cc2ccccc2Cl)s1,14%,11

# Whole records from above. Order of screens: Lipid storage S3 | Lipid storage S3 cell count max
# `Cc1cc(C)c(S(=O)(=O)N2CCCC2=O)cc1N(C)S(C)(=O)=O` across the screens: 1% | -1
# `Cc1ccc(S(=O)(=O)c2ccc(Cl)cc2)cc1S(=O)(=O)NC(C)C(=O)O` (stereo unspecified) across the screens: ? | .
# `O=C(Nc1c(C(=O)C2CC2)oc2ccccc12)c1ccc(Cl)cc1` across the screens: 11% | 1
# `O=C(O)CCCNC(=O)/C=C/c1ccco1` across the screens: 2% | -10

# Arranged by length of the SMILES (lowest first): some entries from above
SMILES,Lipid storage S3,Lipid storage S3 cell count max
O=c1cc(COc2ncnc3ccccc23)nc2sccn12,9%,9
CCc1ccc(-c2nc(SCC(=O)NC3CC3)n[nH]2)cc1,?,.
Cc1ccc(S(=O)(=O)Cc2ccc(C(=O)NCc3cccs3)o2)cc1,?,.

# Other compounds follow:
SMILES,Lipid storage S3,Lipid storage S3 cell count max
CCCCCNc1c(C(=O)OCC)c(=O)[nH]c2ccccc12,18%,6
CCN(CC)CCCNC(=O)C1CCN(C(=O)c2cc3sccc3n2Cc2ccc(F)cc2)CC1,?,.
CN(Cc1ccccc1F)C(=O)CN1CCN(S(=O)(=O)c2ccc3c(c2)OCCCO3)CC1,?,.
N#Cc1cccc(NC(=O)CSc2ccccc2)c1,i,-1
C=CCC(C(=O)OC)(C(=O)OC)c1ccc([N+](=O)[O-])cc1[N+](=O)[O-],i,-22
CC1=C(C(=O)OCC2CCCCC2)C(c2ccc(F)cc2)NC(=O)N1 (stereo unspecified),?,.
CCC1(C)Cc2c(sc3nnn(CC(=O)Nc4ccc(Cl)cc4)c(=O)c23)CO1 (stereo unspecified),i,17
COc1cc2cc(C(c3nnnn3C3CCCC3)N(C)C3CCCCC3)c(=O)[nH]c2cc1OC (stereo unspecified),3%,-5
c1ccc(C(c2ccccc2)N2CCN(Cc3nnnn3C3CCCCC3)CC2)cc1,-6%,-14
COc1ccc(NC(=O)c2ccc3nccnc3c2)cc1,-9%,-26
O=C1C2C3CCC(C3)C2C(=O)N1c1ccc2ccccc2c1 (stereo unspecified),?,.
O=C1c2ccccc2C(=O)N1CCSC(=S)N1CCOCC1,?,.
CNC(=O)[C@@H]1C[C@H]1[C@@H](NC(=O)OCc1ccccc1)c1ccccc1,20%,15
COC(=O)[C@@H]1CCCN1C(=O)CCc1nnc(C2CCCCC2)o1,-10%,-14
Cc1cc(NC(=O)CSCC(=O)Nc2ccc(Cl)c(C(F)(F)F)c2)no1,?,.
CSc1ccc(CNC(C)(C)CO)cc1,?,.
O=C(O)CCSc1nnc(COc2cccc3cccnc23)n1-c1ccccc1,?,.
CCCC(C(=O)NC(C)(C)C)N(CC1CCCO1)C(=O)c1snc(C(N)=O)c1N (stereo unspecified),i,.
COC(=O)c1ccc(N2C(=O)CC(SCC(=O)Nc3ccc(OC)cc3)C2=O)cc1 (stereo unspecified),5%,-23
CCOc1ccc(NC(=O)C2CCCN(S(C)(=O)=O)C2)cc1 (stereo unspecified),?,.
Cc1ccc(-n2c(Cc3cccc4ccccc34)n[nH]c2=S)c(C)c1,?,.
CNC(=O)C(=O)NCCN1CCN(C(=O)c2ccc([N+](=O)[O-])cc2)CC1,7%,3
COc1ccc(Nc2nc(N)nc(CSc3n[nH]c(-c4ccccc4)n3)n2)cc1,?,.
Cc1cc(C)c2cc(C(=O)N(C)C3CCN(C)CC3)[nH]c2c1,2%,4
Cc1cc(=O)n2[nH]c(C(F)(F)F)c(-c3ccccc3)c2n1,6%,2
CCn1c(=O)c([N+](=O)[O-])c(NCc2ccc3c(c2)OCO3)c2ccccc21,7%,18
O=C1N[C@H](Cc2ccccc2)CO1,?,.
CC(=O)n1nc(-c2cccnc2)nc1N,?,.
CCC(=O)Nc1ccc(S(=O)(=O)Nc2ncccn2)cc1,?,.
CCCOc1ccc(N2CC(C(=O)NC3=NCCS3)CC2=O)cc1 (stereo unspecified),-6%,-16
COC(=O)CSc1nc2c(c(=O)n(C)c(=O)n2C)n1CCCc1ccccc1,?,.
COc1ccc(CCNc2ncccc2C#N)cc1OC,?,.
COc1ccc(S(=O)(=O)Nc2cc(OC)c(NC(=O)c3ccco3)cc2OC)cc1,?,.
O=C(Nc1ccc2c(c1)OCCO2)c1c(F)cccc1F,?,.
CCCSc1nnc(N2C(=O)C(O)=C(C(=O)c3ccco3)C2c2ccccc2F)s1 (stereo unspecified),i,11
O=C(CN1C(=O)c2ccccc2S1(=O)=O)N1CCN(c2ccccc2F)CC1,i,.
O=C1c2cc(O)c(O)cc2S(=O)(=O)C1c1ccccc1 (stereo unspecified),?,.
O=C(COC(=O)COc1ccc(Cl)cc1)NC1CCCCC1,6%,-3
CSCCNC(=O)c1ccc2nc(Cc3ccccc3F)oc2c1,20%,9
CCOC(=O)C1=C(C)N(C)C(=S)NC1c1ccc(Cl)cc1 (stereo unspecified),?,.
CC(=O)Nc1ccc(NC(=S)NC(=O)c2ccc([N+](=O)[O-])c(C)c2)cc1,5%,-14
O=C(O)CCCn1cc(NC(=O)COc2ccccc2[N+](=O)[O-])cn1,-4%,17
COc1cc(/C=C/C(=O)NCC2CCCCC2)cc(OC)c1OC,i,1
CCc1ccc(C(=O)NNC(=O)c2ccc(=O)n(C)n2)cc1,?,.
CCOC(=O)c1c(C)[nH]c(C)c1C(=O)COC(=O)c1cccc(C)c1O,?,.
Cc1csc(SCC(=O)N2CCCC2)n1,?,.
N#CCCSCc1ccc(C(=O)O)o1,-7%,10
CCOc1ccccc1NC(=O)CCS(=O)(=O)c1cccc2nsnc12,i,4
O=C(CCN1CCOCC1)NNC(=S)NC(=O)c1ccc(Br)cc1,?,.
CSc1cccc(NC(=S)N(CCCN2CCC(C)CC2)Cc2cccs2)c1,5%,-6
COc1cc(OC)nc(NC(=O)COC(=O)C2CCCCC2)n1,?,.
CCN(CC)C(=O)Cn1cc(C(=O)C(=O)N2CCN(c3ccc([N+](=O)[O-])cc3)CC2)c2ccccc21,?,.
O=C1Nc2cccnc2Sc2ccccc21,?,.
Cc1ccc(C(=O)OCC(=O)Nc2ccccc2C(F)(F)F)cc1S(=O)(=O)N1CCCCC1,?,.
COc1cc(NC(=O)CN2CCN(CC(=O)Nc3ccccc3OC)CC2)cc(OC)c1,?,.
Cc1nc2nc[nH]n2c(=O)c1NC(=O)c1c(-c2ccccc2Cl)noc1C,?,.
CCCCCCc1cc2cc(C(N)=O)c(=N)oc2cc1O,1%,-2
COc1ccc(S(=O)(=O)N2CCCN(CC(=O)Nc3cc(NC(C)=O)ccc3OC)CC2)cc1,17%,-4
CCCn1nnnc1NC(=O)COc1ccc(CC)cc1,?,.
COc1ccc(NC(=O)C2CCN(c3cnccn3)CC2)cc1Cl,?,.

# Following part.
SMILES,Lipid storage S3,Lipid storage S3 cell count max
CC(C)c1nc(N2CCCC2)c(C#N)c2c1CCCC2,?,.
CCN(CC)c1ccc(NC(=O)CN2CCN(CC(=O)Nc3ccc(OC)cc3)CC2)cc1,?,.
O=C(NCc1ccccn1)c1cc2ccccn2n1,?,.
COCc1nnc(NC(=O)C2CC(=O)N(C3CCCCC3)C2)s1 (stereo unspecified),?,.
COc1ccc(S(=O)(=O)Nc2ccc(Cl)cn2)cc1,-1%,.
CN(CC(=O)Nc1cccc(F)c1)C(=O)C1CCN(S(=O)(=O)c2ccc3c(c2)OCCO3)CC1,?,.
CCN(CC)C(=O)Cn1cc(/C=C(\C#N)C(=O)N2CCN(c3ccccc3)CC2)c2ccccc21,-5%,23
Cc1cc(C)cc(NC2=CC(=O)CC(c3ccco3)C2)c1 (stereo unspecified),?,.
COCCCn1nnnc1SCC(=O)Nc1nc(C)c(C)s1,?,.
Cc1cc(C)c(-c2csc(NC(=O)C3=NN(c4ccccc4)C(=O)CC3)n2)c(C)c1,?,.
Cc1ccccc1CN(c1ccc(C(=O)N/N=C/c2ccc(OCC(N)=O)cc2)cc1)S(C)(=O)=O,?,.
NS(=O)(=O)c1ccc(NC(=S)NCc2ccccc2)cc1,20%,0
C/C=C/C1=CC(=O)C[C@H](c2ccc(Cl)cc2)C1,i,5
Cn1c(Cn2c(C(F)(F)F)nc3ccccc32)nc2ccccc21,?,.
O=C(CSCc1ccccc1)Nc1ccc2c(c1)OCO2,0%,-10
Cn1c(SCC(=O)N(C2CCCCC2)C2CCCCC2)nnc1-c1cccs1,?,.
COc1ccc(-c2nc(CS(=O)CC(=O)NCc3ccc4c(c3)OCO4)c(C)o2)cc1OC (stereo unspecified),?,.
COc1ccc(CNC(=O)Cc2c(C(=O)O)[nH]c3ccccc23)cc1,0%,3
COc1cc(/C=C2/C(=O)NN(c3ccc(F)cc3)C2=O)cc(Cl)c1O,22%,.
CCCSc1nc(=O)n2cc(C)ccc2n1,?,.
COc1ccc(NC(=O)CNC(=O)c2cccs2)cc1Cl,?,.
CCOC(=O)COc1nc(N(C)C)nc(N(C)C)n1,14%,-10
Cc1cccc(C)c1NC(=O)CN(C)C(=O)c1cccc(NS(=O)(=O)c2ccccc2)c1,?,.
Cc1ncc(CN2CCN(C3CCCC3)C(CCO)C2)s1 (stereo unspecified),0%,.
